Source: PubChem BioAssay (National Center for Advancing Translational Sciences (NCATS))
Giardia killer: Giardia lamblia killing. Giardia lamblia trophozoite viability. activity change, % at 7.66 µM, hits read low. hit rate 0.15% among 340,000; in the data active = activity change below about -80%; inconclusive = between about -30% and that limit;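 note: parasites exposed to compound for two days anaerobically before the ATP read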
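Each well holds 100 Giardia trophozoites and compound. After two days (48 hrs) at 37 deg C in anaerobic conditions, ATP is quantified by luminescence.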
Numbers without * were called inactive; & = joins results of further samples. % is set by controls: 0 for no effect and ±100 for the full control effect.

CCCN1CNc2c(c(=O)[nH]c(=S)n2CCc2cc(C)ccc2C)C1 was read as Giardia killer -21.
Screening CCOc1ccc2cc(C#N)c(SCC(=O)OCc3ccccc3)nc2c1 returned Giardia killer -5.
For Cc1nc(N2CCN(C)CC2)c2nnn(Cc3ccccc3)c2n1 the results were Giardia killer 7.
Screening CC1(C)CC(=O)C2=C(C1)NC(Nc1nc3ccccc3o1)=NC2c1cccc(F)c1 (stereo not given) returned Giardia killer 17.
For Cc1ccc(-c2nc3ccc(Cl)cn3c2Nc2ccccc2)o1 the results were Giardia killer 9.
`COc1ccc(CNCc2ccccc2)cc1COc1ccc(NC(C)=O)cc1` gave Giardia killer 11.
O=C(c1ccco1)N1CCN(/C=C2\Nc3ccccc3C(=O)N2c2ccc(F)cc2)CC1 was read as Giardia killer 13.
Screening C=C1Nc2ccccc2C(=O)N1c1ccc(C(=O)N2CCN(C(=O)c3ccco3)CC2)cc1 returned Giardia killer -19.
Nc1ncnc2oc(-c3ccoc3)c(-c3ccco3)c12 was read as Giardia killer 11.
Screening Cc1cc(OCCn2c(CCNC(=O)C3CCCCC3)nc3ccccc32)ccc1Cl returned Giardia killer -6.

Part of the list above in order of count of non-hydrogen atoms, lowest first.
For Cc1ccc(-c2nc3ccc(Cl)cn3c2Nc2ccccc2)o1 the results were Giardia killer 9.
For Cc1nc(N2CCN(C)CC2)c2nnn(Cc3ccccc3)c2n1 the results were Giardia killer 7.
Screening CCOc1ccc2cc(C#N)c(SCC(=O)OCc3ccccc3)nc2c1 returned Giardia killer -5.
Screening CC1(C)CC(=O)C2=C(C1)NC(Nc1nc3ccccc3o1)=NC2c1cccc(F)c1 (stereo not given) returned Giardia killer 17.
Screening Cc1cc(OCCn2c(CCNC(=O)C3CCCCC3)nc3ccccc32)ccc1Cl returned Giardia killer -6.
O=C(c1ccco1)N1CCN(/C=C2\Nc3ccccc3C(=O)N2c2ccc(F)cc2)CC1 was read as Giardia killer 13.

(continued)
`Nc1nc(SCC(=O)O)c2[nH]cnc2n1` gave Giardia killer -8.
`Cc1ccc(COc2ccc3oc(-c4ccccc4)c(C(=O)O)c3c2)cc1` gave Giardia killer 12.
Cc1cc(C)n2c(Nc3ccccc3)c(-c3ccc(C)o3)nc2n1 was read as Giardia killer 21.
COc1ccc(-c2nc(N3CCN(S(=O)(=O)c4ccccc4)CC3)c3ccccc3n2)cc1 was read as Giardia killer -12.
Screening O=S(=O)(c1ccc(Oc2ccc3c(c2)OCO3)c(S(=O)(=O)N2CCOCC2)c1)N1CCOCC1 returned Giardia killer -21.
For OCC1OC(n2cnc3c(NO)ncnc32)C(O)C1O (stereo not given) the results were Giardia killer -4.
N#Cc1c(NC(=S)NC(=O)c2ccccc2)sc2c1CCCCC2 was read as Giardia killer 4.
`CC(C)(C)c1nnc(NC(=O)C2CCN(C(=O)c3ccccc3)CC2)s1` gave Giardia killer -25.
`O=S(=O)(c1cccnc1)N1CCN(c2nc(-c3cccs3)nc3ccccc23)CC1` gave Giardia killer -6.
`O=C1c2ccccc2NC(c2cc(Br)c3c(c2)OCO3)N1Cc1ccco1` (stereo not given) gave Giardia killer -1.
COc1cccc(CNc2ncnc3nc[nH]c23)c1 was read as Giardia killer 23&-2.
`COc1ccccc1N1CCN(C(c2ccccc2)c2nnnn2Cc2ccccc2)CC1` (stereo not given) gave Giardia killer -13.
For COc1cccc(NS(=O)(=O)c2ccc3[nH]c4c(c3c2)CCCCCC4)c1 the results were Giardia killer 6.
O=C(CNC(=O)C1CCCCC1)OCCOc1ccccc1 was read as Giardia killer 9.
Screening CCc1ccc(OCCCn2c(CCNC(=O)C3CCCCC3)nc3ccccc32)cc1 returned Giardia killer -3.
COc1ccc(CN(Cc2ccccc2)C(=O)c2ccc(NC(C)=O)cc2)cc1COc1ccc(NC(C)=O)cc1 was read as Giardia killer 0.
Screening C=CCNC(=O)c1ccc2nc(-c3ccco3)c(-c3ccco3)nc2c1 returned Giardia killer -26.
Screening O=S(=O)(c1cc(Cl)cc(Cl)c1)N1CCN(c2nc(-c3cccs3)nc3ccccc23)CC1 returned Giardia killer 4.
Screening O=C(Nc1cc(Cl)ccc1Cl)c1cc([N+](=O)[O-])cc(Br)c1O returned Giardia killer -16.
Screening Cc1c(C2=CCN(S(=O)(=O)c3cccc(Cl)c3)CC2)c2ccccc2n1CC(=O)N1CCCC1 returned Giardia killer -2.
For O=C(c1ccc2c(=O)n(Cc3ccco3)c(=S)[nH]c2c1)N1CCCC1 the results were Giardia killer 4.
COc1ccc(C2N=C(Nc3nc4ccccc4o3)NC3=C2C(=O)CC(C)(C)C3)cc1 (stereo not given) was read as Giardia killer -17.
Screening N#Cc1nc(COc2ccc(-c3ccccc3)cc2)oc1N1CCC(C(N)=O)CC1 returned Giardia killer 3.
For C=C(C)[C@@H]1C2=CC(C(=O)OC)=C(C[C@@H](C(=C)C)[C@H]3O[C@H]3C3=C[C@H]1OC3=O)O2 the results were Giardia killer -11.
For COc1cccc(CNC(=O)COC(=O)c2ccc(S(C)(=O)=O)c([N+](=O)[O-])c2)c1 the results were Giardia killer -14.
For CCOc1cccc(C2C=C(c3ccc4c(c3)OCO4)NC(c3ccccc3F)N2)c1O (stereo not given) the results were Giardia killer inconclusive.
`CN1CCN(C(=O)c2ccc3c(=O)n(Cc4ccc5c(c4)OCO5)c(=S)[nH]c3c2)CC1` gave Giardia killer -2.
Screening COc1cccc(OCc2cc(C3Nc4ccccc4C(=O)N3c3ccccc3)ccc2OC)c1 (stereo not given) returned Giardia killer 15.
`COc1ccc(NC(=O)Cn2cc(S(=O)(=O)N3CCN(c4ccccc4F)CC3)c3ccccc3c2=O)cc1Cl` gave Giardia killer 1.
For CC(=O)N(c1ccc(Cl)cc1)C1SC(=O)N(c2ccc(C)cc2)C1=O (stereo not given) the results were Giardia killer 16.
Screening CC1CCN2c3cc(Cl)ccc3CC3(C(=O)OC(C)(C)OC3=O)C2C1 (stereo not given) returned Giardia killer 0.
`N#Cc1nc(N2CCCCC2)nc(N2CCCCC2)n1` gave Giardia killer -27.
`O=c1[nH]cnc2c1[nH]c(=S)n2C1O[C@@H](CO)[C@H](O)[C@@H]1O` (stereo not given in full) gave Giardia killer -5.
For O=C(O)C1Nc2ccccc2C2C=CCC12 (stereo not given) the results were Giardia killer 20.
For COc1ccccc1-c1nn2c(-c3cc(C)[nH]n3)nnc2s1 the results were Giardia killer 20.
O=C(c1ccc2c(=O)n(CC3CCCO3)c(=S)[nH]c2c1)N1CCN(C(=O)c2ccco2)CC1 (stereo not given) was read as Giardia killer -4.
For Cn1nnc2c(N3CCN(Cc4ccccc4)CC3)ncnc21 the results were Giardia killer -12.
Screening COc1ccc(-n2nc3ccc(NC(=O)c4c(OC)cccc4OC)cc3n2)cc1 returned Giardia killer inconclusive.
For Cc1ccc(C2N=C(Nc3nc4ccccc4o3)NC3=C2C(=O)CC(C)(C)C3)cc1 (stereo not given) the results were Giardia killer -1.
COc1ccc(-n2nc(C(=O)NCCc3ccc(OC)c(OC)c3)c3c4ccccc4n(C)c3c2=O)cc1 was read as Giardia killer 12.

7 neighbouring records from above:
`N#Cc1nc(N2CCCCC2)nc(N2CCCCC2)n1` gave Giardia killer -27.
`O=c1[nH]cnc2c1[nH]c(=S)n2C1O[C@@H](CO)[C@H](O)[C@@H]1O` (stereo not given in full) gave Giardia killer -5.
For O=C(O)C1Nc2ccccc2C2C=CCC12 (stereo not given) the results were Giardia killer 20.
For COc1ccccc1-c1nn2c(-c3cc(C)[nH]n3)nnc2s1 the results were Giardia killer 20.
O=C(c1ccc2c(=O)n(CC3CCCO3)c(=S)[nH]c2c1)N1CCN(C(=O)c2ccco2)CC1 (stereo not given) was read as Giardia killer -4.
For Cn1nnc2c(N3CCN(Cc4ccccc4)CC3)ncnc21 the results were Giardia killer -12.
Screening COc1ccc(-n2nc3ccc(NC(=O)c4c(OC)cccc4OC)cc3n2)cc1 returned Giardia killer inconclusive.

Next entries
For O=C1c2ccccc2NC(c2ccccc2OCc2ccccc2)N1Cc1ccco1 (stereo not given) the results were Giardia killer -21.
Cc1cc(C)c(NC(=O)Cn2nnc(S(=O)(=O)c3ccc(C)c(C)c3)c2N)c(C)c1 was read as Giardia killer 0.
`Cc1ccccc1S(=O)(=O)N1CCN(c2nc(-c3cccs3)nc3ccccc23)CC1` gave Giardia killer 6.
Screening COc1ccc(NC(=O)C2CCN(S(=O)(=O)c3c(C)noc3/C=C/c3cccs3)CC2)cc1Cl returned Giardia killer 1.
For OCCNc1nc(-c2cccs2)nc2ccccc12 the results were Giardia killer -17.
CCOC(=O)C(CC)Sc1ccc2nnc(-c3ccc(F)cc3)n2n1 (stereo not given) was read as Giardia killer 3.
Screening COc1ccc(C(=O)/C=C/c2cn(CC(O)CN(CC(C)C)CC(C)C)c3ccccc23)cc1OC (stereo not given) returned Giardia killer -5.
For CCOc1ccc(NC(=O)N(Cc2cn(CC)c3ccccc23)C2CCCCCC2)cc1 the results were Giardia killer 1.
Screening Oc1ccccc1C1C=C(c2ccc3c(c2)OCO3)NC(c2cccc(Br)c2)N1 (stereo not given) returned Giardia killer -18.
`O=C(COC(=O)C12CC3CC(CC(Br)(C3)C1)C2)NCc1ccco1` gave Giardia killer 6.

Looked up by compound from above:
For OCCNc1nc(-c2cccs2)nc2ccccc12 the results were Giardia killer -17.
For CCOc1ccc(NC(=O)N(Cc2cn(CC)c3ccccc23)C2CCCCCC2)cc1 the results were Giardia killer 1.
Screening Oc1ccccc1C1C=C(c2ccc3c(c2)OCO3)NC(c2cccc(Br)c2)N1 (stereo not given) returned Giardia killer -18.
Screening COc1ccc(NC(=O)C2CCN(S(=O)(=O)c3c(C)noc3/C=C/c3cccs3)CC2)cc1Cl returned Giardia killer 1.
`Cc1ccccc1S(=O)(=O)N1CCN(c2nc(-c3cccs3)nc3ccccc23)CC1` gave Giardia killer 6.

(continued)
COc1ccc(S(=O)(=O)N2CCOCC2)cc1 was read as Giardia killer 11.
Cc1cccc(C)c1OCCCn1c(CCNC(=O)C2CCCCC2)nc2ccccc21 was read as Giardia killer -6&-3.
For COc1ccc(N(C(C)=O)C2SC(=O)N(c3ccccc3)C2=O)cc1 (stereo not given) the results were Giardia killer -6.
For CC1CCN(C(=O)Nc2ccc3nc(-c4ccco4)c(-c4ccco4)nc3c2)CC1 the results were Giardia killer -16.
For O=S(=O)(c1cnc2ccccc2c1)N1CCN(c2nc(-c3cccs3)nc3ccccc23)CC1 the results were Giardia killer 19.
COc1ccc(/C=C(\C#N)c2nc(-c3cc4c(ccc5ccccc54)oc3=O)cs2)cc1O was read as Giardia killer -14.
`CC1CCN(C(=O)C(C)OC(=O)c2ccc(S(C)(=O)=O)c([N+](=O)[O-])c2)CC1` (stereo not given) gave Giardia killer 5.
`CCCN1CNc2c(c(=O)[nH]c(=S)n2CCc2ccc(Cl)cc2)C1` gave Giardia killer -6.
CC(Cl)OC(=O)Nc1cccc2cccnc12 (stereo not given) was read as Giardia killer -8.
CCc1nnc(NC(=O)[C@@H]2CCCN2C(=O)c2cccs2)s1 was read as Giardia killer 1.
Screening COc1ccc(S(=O)(=O)N2CCN(c3nc(-c4cccs4)nc4ccccc34)CC2)cc1OC returned Giardia killer 2.
`Nc1ncnc2c1nc(Cl)n2[C@@H]1O[C@H](CO)[C@@H](O)[C@@H]1O` gave Giardia killer -10.
Screening Cc1ccc(-c2nc3ccccn3c2Nc2ccc(F)cc2)o1 returned Giardia killer 13.
`CC(=O)NCCCNC(=S)NCCCN(Cc1ccc(Cl)cc1)c1ccc(Br)cn1` gave Giardia killer -3.
Screening O=S(=O)(c1ccc2c(c1)OCCO2)N1CCN(c2nc(-c3cccs3)nc3ccccc23)CC1 returned Giardia killer inconclusive.
For O=C1c2ccccc2C(=O)N1c1ccccn1 the results were Giardia killer 13.
Cc1cccc(C)c1Nc1c(-c2ccccc2F)nc2cccc(C)n12 was read as Giardia killer 3.
O=C1CC(c2ccccc2)CC2=C1C(c1ccco1)n1nc(C(F)(F)F)nc1N2 (stereo not given) was read as Giardia killer 15.
Cc1ccc(S(=O)(=O)N2CCN(c3nc(-c4cncn4C)nc4ccccc34)CC2)cc1 was read as Giardia killer -12.
CCOc1cc(C2Nc3ccccc3C(=O)N2Cc2ccco2)ccc1OCc1ccccc1Cl (stereo not given) was read as Giardia killer 19.
For COc1cc(C2Nc3ccccc3C(=O)N2Cc2ccccc2)ccc1OCc1ccccc1 (stereo not given) the results were Giardia killer 6.
Nc1ccc(O)cc1 was read as Giardia killer -14.
For Cc1ccc(S/C(=N/S(=O)(=O)c2ccc(Cl)cc2)c2ccccc2)cc1 the results were Giardia killer -1.
For CCCN1CNc2c(c(=O)[nH]c(=S)n2CCc2cccs2)C1 the results were Giardia killer -7.
Screening O=S(=O)(c1ccc(Br)cc1)N1CCOCC1 returned Giardia killer 7.
CCCN1CNc2c(c(=O)[nH]c(=S)n2CCc2cccc(OC)c2)C1 was read as Giardia killer 6.
CCCN1CNc2c(c(=O)[nH]c(=S)n2CCc2ccc(Cl)c(Cl)c2)C1 was read as Giardia killer 14.
N#CN=c1snc(-c2ccccc2Cl)n1-c1ccc(F)cc1 was read as Giardia killer 7.
`CCN1CCc2c(sc(NC(=S)NC(=O)c3cccc(F)c3)c2C(N)=O)C1` gave Giardia killer 1.
Screening CCc1ccccc1NNC(=O)c1sccc1Cl returned Giardia killer 22.
Screening S=C(NCCCc1cnc[nH]1)NCCCN(Cc1ccc(Cl)cc1)c1ccc(Br)cc1 returned Giardia killer 5.
COc1cccc(NS(=O)(=O)c2ccc3[nH]cc(C(=O)NC(C)c4ccccc4)c(=O)c3c2)c1 (stereo not given) was read as Giardia killer 8.
O=S(=O)(c1nccs1)N1CCN(c2nc(-c3cccs3)nc3ccccc23)CC1 was read as Giardia killer 2.
COC(=O)c1nc(N2CCN(S(=O)(=O)c3ccc(C)cc3)CC2)c2ccccc2n1 was read as Giardia killer inconclusive.
COc1cccc(CNc2nc(Cl)nc3nc[nH]c23)c1 was read as Giardia killer -4&3.
Screening CCCCNC(=O)C(CC)n1c(SCc2cccc(F)c2)nc2ccncc21 (stereo not given) returned Giardia killer -28.

This is a subset; rates above refer to the full screens.
